PREPL inhibitor – inhibits the human prolyl oligopeptidase-like enzyme | Q4J6C6 | 320,000 compounds, 0.68% hits | recombinant PREPL, fluorescence polarization activity-based probe | inhibition, % at 5.96 µM | AID 2751; in the data active means inhibition above about 43%;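 further: 0% = enzyme with DMSO and 100% = wells lacking enzyme; many of its hits are not listed in these tables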
Target sequence (Q4J6C6 whole entry, looked up): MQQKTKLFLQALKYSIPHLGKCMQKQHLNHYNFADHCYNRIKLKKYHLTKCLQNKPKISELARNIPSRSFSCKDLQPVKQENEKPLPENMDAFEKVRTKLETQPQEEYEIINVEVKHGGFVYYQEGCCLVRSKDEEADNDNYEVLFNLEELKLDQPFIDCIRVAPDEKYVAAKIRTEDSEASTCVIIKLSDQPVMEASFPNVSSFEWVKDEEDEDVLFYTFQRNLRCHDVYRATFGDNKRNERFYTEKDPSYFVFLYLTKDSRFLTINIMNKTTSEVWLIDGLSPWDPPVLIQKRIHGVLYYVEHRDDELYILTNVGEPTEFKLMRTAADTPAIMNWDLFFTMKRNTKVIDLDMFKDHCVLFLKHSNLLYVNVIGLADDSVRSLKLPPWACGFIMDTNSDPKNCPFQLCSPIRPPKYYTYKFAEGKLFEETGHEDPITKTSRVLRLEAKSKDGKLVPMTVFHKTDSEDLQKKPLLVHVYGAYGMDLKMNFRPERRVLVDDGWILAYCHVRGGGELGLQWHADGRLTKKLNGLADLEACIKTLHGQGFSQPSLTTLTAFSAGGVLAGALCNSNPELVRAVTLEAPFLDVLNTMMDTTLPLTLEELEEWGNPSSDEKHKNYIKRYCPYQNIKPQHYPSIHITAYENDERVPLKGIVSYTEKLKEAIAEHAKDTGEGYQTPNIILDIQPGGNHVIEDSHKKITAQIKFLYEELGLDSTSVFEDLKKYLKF
pPAFAH inh – pPAFAH (human) enzyme inhibition; Q13093; inhibition, % at 3.39 µM; 330,000 compounds, 1.5% hits; recombinant pPAFAH, FP-rhodamine probe fluorescence polarization;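 active means inhibition above the mean inhibition across the screen plus 3 SD, cut at about 25% in these data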;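 further: inhibitors block binding of the rhodamine activity-based probe so polarization drops; 0% = enzyme with DMSO and 100% = wells lacking pPAFAH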
GSTO1 counter – counter-screen for RBBP9 inhibitors: inhibitors of human GSTO1 | AID 1974 | recombinant GSTO1, activity-based probe fluorescence polarization | inhibition, % at 5.96 µM | 300,000 compounds, 1.1% hits;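 active means inhibition above the campaign mean inhibition plus 3 SD, cut at about 35% in these data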;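 further: 0% = GSTO1-1 with DMSO and 100% = wells lacking GSTO1-1 enzyme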
LYPLA2 inh – blocks human lysophospholipase 2, a PME1 counter-screen | 320,000 compounds, 0.38% hits | O95372 | inhibition, % at 5.9 µM | recombinant LYPLA2, FP-Rh probe fluorescence polarization | AID 2177;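 active means inhibition above the screen-wide mean plus 3 SD, limit set per campaign, cut at about 26% in these data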;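 further: 0% = LYPLA2 with DMSO and 100% = wells lacking LYPLA2 enzyme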
LYPLA1 inh – blocks human lysophospholipase 1, a PME1 counter-screen; inhibition, % at 5.9 µM; O75608; recombinant LYPLA1, FP-Rh probe fluorescence polarization; 320,000 compounds, 0.16% hits; AID 2174;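 active means inhibition above the mean of all tested compounds plus 3 SD, set per campaign, cut at about 14% in these data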;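 further: inhibitors block serine hydrolase probe labeling of LYPLA1 so polarization falls; 0% = enzyme with DMSO and 100% = wells lacking LYPLA1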
PAFAH1B3 inh – blocks human PAF acetylhydrolase 1B catalytic subunit 3; Q15102; recombinant PAFAH1B3, FP-rhodamine probe, fluorescence polarization; inhibition, % at 3.39 µM; 340,000 compounds, 0.28% hits; AID 492972;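 active means inhibition above the screen-wide average of all tested compounds plus 3 SD, cut at about 25% in these data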;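 further: 0% = enzyme with DMSO only and 100% = wells lacking PAFAH1B3 protein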
PAFAH2 FP inh – inhibitors of human PAFAH2; recombinant PAFAH2, FP-rhodamine activity probe, fluorescence polarization; inhibition, % at 3.39 µM; 340,000 compounds, 0.99% hits;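 active means inhibition above the mean over all tested compounds plus 3 SD, cut at about 30% in these data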;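 further: inhibitors block probe labeling of enzyme so polarization drops; 0% = enzyme with DMSO and 100% = wells lacking PAFAH2 protein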
PAD4 FP inh – blocks human protein arginine deiminase 4; Q9UM07; recombinant PAD4, RCA probe fluorescence polarization; inhibition, % at 6.36 µM; 330,000 compounds, 0.41% hits;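 active means percent inhibition above a cutoff equal to the mean of all tested compounds plus 3 SD, cut at about 15% in these data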;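 further: 0% = PAD4 with RCA probe and DMSO and 100% = probe without PAD4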
PAFAH1B2 inh – inhibitors of human PAFAH1B2; inhibition, % at 3.39 µM; P68402; AID 492953; recombinant PAFAH1B2, FP-rhodamine activity probe, fluorescence polarization; 340,000 compounds, 1.2% hits;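 active means inhibition above the mean of all tested compounds plus 3 SD, cut at about 24% in these data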;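 further: 0% = enzyme with DMSO and 100% = wells lacking PAFAH1B2; many of its hits are not listed in these tables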
Target sequence (P68402 whole entry, looked up): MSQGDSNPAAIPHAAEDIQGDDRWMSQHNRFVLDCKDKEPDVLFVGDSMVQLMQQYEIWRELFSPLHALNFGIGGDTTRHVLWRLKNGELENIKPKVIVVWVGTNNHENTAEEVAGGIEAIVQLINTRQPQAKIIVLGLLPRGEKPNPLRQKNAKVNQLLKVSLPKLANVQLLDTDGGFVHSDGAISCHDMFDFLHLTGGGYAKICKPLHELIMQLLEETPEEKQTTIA
Active calls of the source: *; . = no result given.

SMILES	PREPL inhibitor	pPAFAH inh	GSTO1 counter	LYPLA2 inh	LYPLA1 inh	PAFAH1B3 inh	PAFAH2 FP inh	PAD4 FP inh	PAFAH1B2 inh
COc1ccc2cc(C(=O)N/N=C/c3cc(OC)c(OC)c(OC)c3)[nH]c2c1	26	11	-8	4	7	14	-4	2	4
C=CCN1C(=O)CN=C1Nc1ccc(OC)cc1OC	7	1	-4	2	2	0	3	1	6
COCCN1Cc2cccc(C(=O)Nc3ccc4c(c3)OCCO4)c2C1=O	5	3	6	-7	-1	2	1	1	4
Cc1ccccc1-n1c(SCC(=O)Nc2ccccc2Cl)nc2n[nH]c(C)c2c1=N	-23	-3	-4	-14	-9	3	5	-7	0
CCOC(=O)/C(C#N)=C/c1cccc([N+](=O)[O-])c1	22	1	-9	6	-3	-2	-9	3	1
CCOC(=O)CNS(=O)(=O)c1ccc2c3c(cccc13)C(=O)N2CC	-7	4	-7	4	2	3	2	2	-1
CC(C)CCNc1ncnc2c1nnn2Cc1ccccc1Cl	7	-1	4	-1	1	5	2	0	1
C=C(C)COc1ccc(-c2nc(N)ncc2Oc2ccccc2OC)c(O)c1	9	17	1	5	1	10	6	-6	0
COc1ccc2cc(/C=C/C(=O)c3ccco3)c(Cl)nc2c1	8	1	0	2	-5	.	.	0	.
COc1ccc(-n2c(=O)c(CCC(=O)N3CCN(c4ccccc4O)CC3)nc3ccccc32)cc1	22	12	8	-1	1	9	7	3	2
COC(=O)c1ccc(C(=S)NCC2(N(C)C)CCCCC2)cc1	-5	5	5	3	3	2	7	-3	2
CC(=O)N1CCN(CC(c2ccccc2)c2ccccc2)CC1	7	1	4	5	0	0	-3	2	6
Cn1c(NC(=O)C(C)(C)Oc2ccc(Cl)cc2)cc(=O)n(C)c1=O	-4	4	0	2	-2	-1	-2	4	-1
COc1ccc(C)cc1NC(=O)NC(C)c1ccc2c(c1)OCO2 (stereo unspecified)	9	10	3	-9	-7	3	8	-4	5
C=CCNC(=S)NNC(=O)c1cccc2ccccc12	14	-12	6	-9	-3	9	-1	-1	5
CC(C)Oc1ccc(C(=O)Nc2ccc(NC(=O)c3ccco3)c(Cl)c2)cc1	-7	-3	-2	11	0	0	-2	-5	2
O=C(CSC(=S)N1CCOCC1)N1N=CCC1c1ccccc1 (stereo unspecified)	10	10	-8	-2	0	6	-2	-7	17
COc1ccccc1/C=C/CN1CCC(CO)(Cc2ccccc2)CC1	-50	-5	8	0	-2	4	2	0	-2
Cc1ccc(CN(C(=O)C(F)(F)F)C(C(=O)NC2CCCCC2)c2ccco2)cc1 (stereo unspecified)	1	3	9	-9	-3	5	-2	1	8
CCOc1ccc(NC(=O)C(C)Sc2nccn2C)cc1 (stereo unspecified)	16	-2	4	4	-3	0	-7	-4	0
Cc1cc(=O)oc2cc(OCC(=O)Nc3ccc4[nH]c(=O)[nH]c4c3)ccc12	18	-5	-25	4	2	14	8	-7	6
COc1ccc(N2CCN(C(=O)/C=C/c3ccco3)CC2)cc1	7	4	5	18	2	1	-3	1	-3
COC(=O)CCC(=O)NNC(=O)Cc1ccccc1	13	2	2	9	1	8	7	0	2
O=C(O)C1C2C=CC3(CN(C4CCCC4)C(=O)C13)O2 (stereo unspecified)	9	3	-1	-7	-1	0	-3	-9	-1
COc1cc(Cl)ccc1OCc1cc(C(=O)N(C)CC2CCCCO2)no1 (stereo unspecified)	13	4	0	13	6	2	6	-2	-4
CC(C)CC1Nc2ncnc(N3CCN(c4ccccn4)CC3)c2N(Cc2ccccc2)C1=O (stereo unspecified)	8	0	.	.	.	6	1	-3	0
S=c1[nH]nc(COc2ccccc2)n1C1CCCCC1	11	-2	-3	-4	-4	8	3	1	5
CCCn1c(SCC(=O)Nc2cc(C)on2)n[nH]c1=O	13	0	.	.	.	5	2	-3	2
Cn1c2ccccc2n2c(=O)c(Cl)c(-c3ccccc3)c(C#N)c12	7	5	2	3	-2	12	39*	-2	5
Cc1c(Cl)cccc1NC(=O)CC(Cc1ccccc1)C(=O)O (stereo unspecified)	-11	3	7	-1	0	1	5	1	3

Sorted by molecular weight (low to high): part of the list above.
SMILES	PREPL inhibitor	pPAFAH inh	GSTO1 counter	LYPLA2 inh	LYPLA1 inh	PAFAH1B3 inh	PAFAH2 FP inh	PAD4 FP inh	PAFAH1B2 inh
C=CCNC(=S)NNC(=O)c1cccc2ccccc12	14	-12	6	-9	-3	9	-1	-1	5
CCCn1c(SCC(=O)Nc2cc(C)on2)n[nH]c1=O	13	0	.	.	.	5	2	-3	2
CCOc1ccc(NC(=O)C(C)Sc2nccn2C)cc1 (stereo unspecified)	16	-2	4	4	-3	0	-7	-4	0
CC(=O)N1CCN(CC(c2ccccc2)c2ccccc2)CC1	7	1	4	5	0	0	-3	2	6
COc1ccc2cc(/C=C/C(=O)c3ccco3)c(Cl)nc2c1	8	1	0	2	-5	.	.	0	.
CC(C)CCNc1ncnc2c1nnn2Cc1ccccc1Cl	7	-1	4	-1	1	5	2	0	1
Cc1c(Cl)cccc1NC(=O)CC(Cc1ccccc1)C(=O)O (stereo unspecified)	-11	3	7	-1	0	1	5	1	3
COC(=O)c1ccc(C(=S)NCC2(N(C)C)CCCCC2)cc1	-5	5	5	3	3	2	7	-3	2
O=C(CSC(=S)N1CCOCC1)N1N=CCC1c1ccccc1 (stereo unspecified)	10	10	-8	-2	0	6	-2	-7	17
Cn1c(NC(=O)C(C)(C)Oc2ccc(Cl)cc2)cc(=O)n(C)c1=O	-4	4	0	2	-2	-1	-2	4	-1
CCOC(=O)CNS(=O)(=O)c1ccc2c3c(cccc13)C(=O)N2CC	-7	4	-7	4	2	3	2	2	-1
Cc1cc(=O)oc2cc(OCC(=O)Nc3ccc4[nH]c(=O)[nH]c4c3)ccc12	18	-5	-25	4	2	14	8	-7	6
COCCN1Cc2cccc(C(=O)Nc3ccc4c(c3)OCCO4)c2C1=O	5	3	6	-7	-1	2	1	1	4
C=C(C)COc1ccc(-c2nc(N)ncc2Oc2ccccc2OC)c(O)c1	9	17	1	5	1	10	6	-6	0
COc1cc(Cl)ccc1OCc1cc(C(=O)N(C)CC2CCCCO2)no1 (stereo unspecified)	13	4	0	13	6	2	6	-2	-4
CC(C)Oc1ccc(C(=O)Nc2ccc(NC(=O)c3ccco3)c(Cl)c2)cc1	-7	-3	-2	11	0	0	-2	-5	2
Cc1ccccc1-n1c(SCC(=O)Nc2ccccc2Cl)nc2n[nH]c(C)c2c1=N	-23	-3	-4	-14	-9	3	5	-7	0

Next section.
SMILES	PREPL inhibitor	pPAFAH inh	GSTO1 counter	LYPLA2 inh	LYPLA1 inh	PAFAH1B3 inh	PAFAH2 FP inh	PAD4 FP inh	PAFAH1B2 inh
CCN(CC(=O)NCc1ccccn1)S(=O)(=O)c1cc(Cl)ccc1Cl	-16	-1	5	1	-1	6	-2	2	2
COc1ccc(S(=O)(=O)Nc2ccc3c(c2)CCC3)cc1	-13	17	13	-7	-1	3	6	0	9
C/C(CC(=O)N(C(C)C)C(C)C)=N\NC(=O)c1ccccc1Br	-18	6	2	5	0	6	-3	-6	4
CC(C(=O)NC(C)(C)C)N1C(=O)c2cccc3cccc(c23)C1=O (stereo unspecified)	4	4	4	-8	-2	7	15	-11	8
CCOC(=O)c1c(S(=O)(=O)NCC(=O)N2CCN(c3ccc(F)cc3)CC2)c(C)n(C)c1C	13	-1	1	-1	3	4	-4	-4	-5
CCN(C[C@H]1N[C@@](CC)(C(=O)OC)[C@H]2C(=O)N(C)C(=O)[C@@H]12)C(=O)c1ccc(C(C)(C)C)cc1	10	0	.	.	.	6	5	-5	3
CCCNC(=O)CN1C(=O)NC(CC)(c2ccc(F)cc2)C1=O (stereo unspecified)	6	2	4	-2	-4	8	-5	-4	2
Cn1c(=O)cc(SCC(=O)NCCCN2CCN(c3ccc(F)cc3)CC2)c2ccccc21	-20	3	6	0	-2	-8	2	-4	0
COc1ccccc1N1CCN(C(=O)c2ccco2)CC1	-1	1	3	-1	3	5	3	3	-3
CCCCn1c(N)c(N(CCOC)C(=O)c2ccc(NC3CC3)c([N+](=O)[O-])c2)c(=O)[nH]c1=O	25	-8	6	-1	1	4	6	-6	-1
Cn1c(=O)[nH]c(=O)c2c1nc(N1CCCCC1)n2CC(O)COc1ccccc1 (stereo unspecified)	7	-3	-6	-4	0	1	3	-4	0
CC(=O)Oc1ccc(/C=N/NC2=NS(=O)(=O)c3ccccc32)cc1	4	6	2	-3	1	9	-8	-2	7
CCOC(=O)C(Cc1ccccc1)NC(=O)CCc1nnc2ccc(N3CCCCC3)nn12 (stereo unspecified)	11	2	10	5	3	6	7	1	4
Cc1ccc(C(=O)N/N=C\c2sccc2C)cn1	4	-2	6	3	2	11	-1	-2	8
CCCCN(C(=O)c1ccco1)c1c(N)n(CCC)c(=O)[nH]c1=O	1	0	.	-4	-2	-1	-1	0	-3
C/C=C/C(=O)N1CC2(CC(c3cccc(NC(=O)CC(c4ccccc4)c4ccccc4)c3)=NO2)C[C@H]1C(N)=O (stereo partly specified)	-4	0	-1	-6	-6	-1	-3	-1	0
CCOC(=O)c1c(-c2ccc(C)o2)csc1NC(=O)CN1CCOCC1	4	11	0	4	3	3	-4	0	3
CCCNC(=O)C(Cc1cccc(OC)c1)NC(=O)c1ccc(C#N)cc1 (stereo unspecified)	16	0	.	2	-3	10	0	0	-2
O=C(NNC(=S)Nc1ccccc1)NNC(=S)Nc1ccccc1	-7	1	4	-1	-3	-2	12	-2	6
COc1ccc2nc(NC(=O)C3CCN(C(=O)c4ccco4)CC3)sc2c1	-4	-2	11	5	0	4	5	-3	5
CCCc1c(O)nc(SCC(=O)O)[nH]c1=O	25	1	11	3	-1	7	1	-4	6
COc1ccc(S(=O)(=O)Nc2c(C(=O)O)[nH]c3ccccc23)c(OC)c1	-5	51*	9	0	2	9	6	3	12
CC1CCCCN1S(=O)(=O)c1ccc(C(=O)N(CCCN(C)C)c2nc3cc4c(cc3s2)OCO4)cc1 (stereo unspecified)	29	0	4	0	4	17	6	1	5
COc1ccc(N2C(=O)/C(=C/c3ccc([N+](=O)[O-])cc3)C=C2c2ccccc2)cc1	1	0	-2	-4	-2	-10	-6	0	-6
CCC(=O)c1c(NC)cc(C)oc1=O	2	10	0	4	-1	6	4	1	0
CCOc1ccc(-n2c(=O)[nH]cc(C(=O)N3CCc4ccccc43)c2=O)cc1	4	-2	-4	-1	-4	0	-6	-1	2
N#Cc1cnc(N)c(Br)c1	12	3	1	4	2	1	7	1	5

High-throughput results as filed in PubChem BioAssay.

Some of the compounds tested; rates above refer to the full screens.
